DYRK1A inh = Dyrk1A (rat) kinase inhibition | Q63470 | ADP-Glo luminescence, NFATc1 peptide | inhibition, % at 12.5 µM | actives 0.43% (n = 310,000); in the data active = inhibition above about 50%;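 also: plate controls were vehicle with enzyme for no effect and no enzyme for full effect; many of its hits are not listed in these tables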
hERG protect = shields human hERG channel from block by proarrhythmic agents; actives 0.51% (n = 310,000); AID 1511; Q12809; activation (rescue from dofetilide block), less the hit threshold, % at 10 µM; CHO-hERG, FluxOR thallium flux, dofetilide IC70 present;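 active = activation above the mean of controls blocked by dofetilide plus 5 SD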;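 also: thallium influx through hERG after potassium depolarization seen as dye fluorescence rise; in these data hits start at about 4.7%; inactives centre near -7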
HDAC3 inhib = human HDAC3 inhibition; AID 2718; O15379; inhibition, % at 8.3 µM; actives 0.15% (n = 320,000); recombinant HDAC3, fluorogenic peptide/trypsin coupled, fluorescence; in the data active = inhibition above about 26%, passing the limit was not always enough; inconclusive = no clear call, values can overlap the other calls
TRPC4 act = TRPC4 (mouse) channel activation. Q9QUQ5. HEK293 TRPC4beta/mu-opioid, Fluo4 calcium fluorescence; stronger effect = higher value. B-score at 10 µM. actives 0.49% (n = 310,000);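 active = B-score above 5 SD of library B-scores, and initial fluorescence ratio not above library mean plus 5 SD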;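 also: positive B-score marks a calcium rise read as TRPC4 activation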
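Incubation: 45 min room-temperature Fluo4 loading, 110 s read / System: HEK293 cells stably co-expressing mouse TRPC4beta and mu-opioid receptor / Signal: Fluo4 fluorescence, kinetic / Control set: buffer (low) and maximal DAMGO (high) / Measure: integrated baseline-normalised fluorescence ratio, converted to per-well B score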
TRPC4 potent = TRPC4 (mouse) allosteric potentiation; HEK293 TRPC4beta/mu-opioid, DAMGO EC20, Fluo-4 Ca2+ flux; stronger effect = higher value; B-score at 10 µM; actives 0.42% (n = 310,000);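 active = B-score of calcium response area above 5 SD of library B-scores, with initial fluorescence ratio within 5 SD of library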;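 also: B-score of integrated fluorescence ratio over time as area under calcium response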
KCNK3 block = human KCNK3 channel inhibition, primary screen | CHO-KCNK3 thallium flux, FluxOR fluorescence; stronger effect = lower value | AID 602410 | actives 0.84% (n = 340,000) | O14649 | B-score at 10 µM;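 active = B-score under library mean minus 4 SD, starting fluorescence ratio at most library mean plus 5 SD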;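 also: more negative B-score means stronger inhibition of thallium flux through KCNK3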
Target sequence (O14649 whole entry, looked up): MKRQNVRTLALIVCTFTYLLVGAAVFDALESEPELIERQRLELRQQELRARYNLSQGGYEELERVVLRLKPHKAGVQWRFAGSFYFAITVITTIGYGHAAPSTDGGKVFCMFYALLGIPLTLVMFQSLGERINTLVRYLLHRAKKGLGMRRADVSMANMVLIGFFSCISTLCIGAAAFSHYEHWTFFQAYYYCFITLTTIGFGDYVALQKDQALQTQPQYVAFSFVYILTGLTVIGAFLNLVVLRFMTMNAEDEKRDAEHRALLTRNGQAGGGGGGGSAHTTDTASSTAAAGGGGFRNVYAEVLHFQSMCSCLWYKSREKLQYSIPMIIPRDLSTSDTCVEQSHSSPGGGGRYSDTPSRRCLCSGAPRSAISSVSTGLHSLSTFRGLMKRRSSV
KCNQ1 act = human KCNQ1 channel potentiation or activation; P51787; CHO-K1 KCNQ1, thallium flux FluxOR fluorescence; stronger effect = higher value; actives 0.35% (n = 310,000); AID 2648; B-score at 10 µM;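 active = fluorescence ratio B-score, a plate-corrected score, at least three library SD, with initial intensity B-score within 5 SD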
Target sequence (P51787 whole entry, looked up): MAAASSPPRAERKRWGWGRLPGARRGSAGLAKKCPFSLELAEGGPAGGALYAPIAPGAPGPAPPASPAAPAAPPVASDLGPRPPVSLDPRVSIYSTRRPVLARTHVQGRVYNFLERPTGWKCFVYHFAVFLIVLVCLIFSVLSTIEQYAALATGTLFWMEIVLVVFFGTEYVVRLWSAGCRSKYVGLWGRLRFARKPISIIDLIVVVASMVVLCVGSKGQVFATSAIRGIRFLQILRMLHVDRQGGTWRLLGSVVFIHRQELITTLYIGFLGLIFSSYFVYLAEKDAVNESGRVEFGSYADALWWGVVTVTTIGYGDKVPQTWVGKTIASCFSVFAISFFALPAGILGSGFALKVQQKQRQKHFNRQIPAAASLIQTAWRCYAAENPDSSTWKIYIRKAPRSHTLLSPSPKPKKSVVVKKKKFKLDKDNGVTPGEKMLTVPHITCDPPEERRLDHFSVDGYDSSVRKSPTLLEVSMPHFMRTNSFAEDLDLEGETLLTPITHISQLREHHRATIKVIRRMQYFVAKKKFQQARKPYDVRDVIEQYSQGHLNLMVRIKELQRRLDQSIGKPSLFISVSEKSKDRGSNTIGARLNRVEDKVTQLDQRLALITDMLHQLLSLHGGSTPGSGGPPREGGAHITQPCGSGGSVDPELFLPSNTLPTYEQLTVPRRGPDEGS
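assay system = CHO-K1 cells stably expressing KCNQ1 | medium = assay buffer, equal DMSO in all wells | timing = 37 °C overnight plating, 90-min dark dye load, 20-min compound pretreatment | measured by = kinetic FluxOR thallium fluorescence, 10-s 1-Hz baseline, 110-s post-stimulus read | measure = fluorescence change relative to baseline, converted to B score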
KCNQ1 block = blocks the human KCNQ1 potassium channel. P51787. CHO-K1 KCNQ1, FluxOR thallium flux fluorescence; stronger effect = higher value. B-score at 10 µM. actives 1.3% (n = 310,000). AID 2642;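 active = compounds whose thallium flux B-score, printed positive for inhibition, exceeds three library SD while starting fluorescence stays within three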;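 also: channel opened by potassium depolarization with thallium stimulus after 20 min compound exposure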
TMEM16A inh = inhibitors of mouse TMEM16A calcium-activated chloride channel. HEK293 TMEM16A/YFP iodide influx fluorescence, ionomycin. normalized B-score (activity score, 25-100; higher = stronger inhibition) at 10 µM. actives 1.2% (n = 310,000);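 active = ratio plate-corrected score three or more library SD toward inhibition, starting fluorescence score within five deviations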;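 also: score derived from kinetic fluorescence span divided by baseline fluorescence per well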
ANO1 activ = mouse TMEM16A channel activation, primary screen. Q8BHY3. HEK293 TMEM16A/YFP-H148Q/I152L, iodide quench fluorescence; stronger effect = lower value. B-score at 10 µM. actives 0.3% (n = 340,000);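 active = fluorescence-ratio B-score plate-corrected deviation score at least 3 library SD below zero, with starting fluorescence score within 5 deviations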;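 also: channel opened by trigger with iodide after compound preincubation; score built on the fluorescence ratio of max minus min over baseline; more negative score means more quench and so TMEM16A activation or potentiation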
KCNK9 block = human KCNK9 channel inhibition | HEK293 KCNK9, FluxOR thallium flux fluorescence; stronger effect = lower value | B-score at 10 µM | actives 1.2% (n = 310,000) | AID 488922;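 active = ratio B-score over 3 SD below the library mean, with starting fluorescence within 5 SD of its mean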;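 also: negative B-score means less thallium flux so channel inhibition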
* hit, by the source's call; i = inactive; ? = inconclusive; nt = no result given. Some of the compounds tested, so the mix of outcomes need not match the whole.

SMILES	DYRK1A inh	hERG protect	HDAC3 inhib	TRPC4 act	TRPC4 potent	KCNK3 block	KCNQ1 act	KCNQ1 block	TMEM16A inh	ANO1 activ	KCNK9 block
CC(C)n1nc(C(=O)NNC(=O)c2ccncc2)c2ccccc2c1=O	5	-8	1	i	i	i	i	i	i	i	i
Cc1ccc(/C=C2/SC(=O)N(CC(=O)N3CCOCC3)C2=O)s1	1	-2	-3	i	i	i	i	i	i	i	i
COc1ccc(C(=O)NCC(=O)OCC(=O)Nc2cc(OC)ccc2OC)cc1	9	-18	-12	i	i	i	i	i	i	i	i
COc1ccc(Cc2nc3ccc(C(=O)NCCCSC)cc3o2)cc1OC	nt	-9	0	i	i	i	i	i	i	i	i
CCc1noc(C)c1C(=O)NNC(=O)c1cc(OC)c(OC)c(OC)c1	9	-7	4	i	i	i	i	i	i	i	i
CC1CC1C(=O)OCC(=O)NCc1ccc(Cl)cc1 (stereo not given)	6	-8	0	i	i	i	i	i	i	i	i
CC(=O)Nc1ccc(Nc2nc(C)nc3c2nnn3Cc2ccccc2Cl)cc1	4	-1	0	i	i	i	i	i	i	i	i
CCOC(=O)CC1(NC(=O)c2cc(COc3c(F)cccc3F)on2)CCCCC1	2	-10	nt	i	i	i	i	i	i	i	i
O=C(CCC(=O)N(CC(=O)NC1CCCCC1)Cc1ccccc1)Nc1ccccn1	1	-8	2	i	i	i	i	i	i	i	i
CC1(C)CC(NC(=O)c2cc([N+](=O)[O-])cc([N+](=O)[O-])c2)CC(C)(C)N1	-6	-8	-3	i	i	i	i	i	i	i	i
CCOc1ccc(NS(=O)(=O)c2ccc(NC(=S)NC(=O)C(C)C)cc2)cc1	-2	-7	16	i	i	i	i	i	i	i	i
O=C(CSc1ccc(-c2cccnc2)nn1)Nc1ccccc1C(F)(F)F	-1	-8	-2	i	i	i	i	i	i	i	i
COC(=O)c1cc(-c2ccc(Cl)cc2)n(-c2ccc(S(N)(=O)=O)cc2)n1	2	-5	2	i	i	i	i	i	i	i	i
CCOC(=O)CCCCNC(=O)Nc1ccccc1	-2	0	nt	i	i	i	i	i	i	i	i
CC(C)(C)c1ccc(S(=O)(=O)NNC(=O)C2CCN(Cc3cccc(F)c3)CC2)cc1	7	-9	-1	i	i	i	i	i	i	i	i
CN1CCN(CCCNc2c(C=O)c(=O)[nH]c3ccccc23)CC1	-3	-9	-8	i	i	i	i	i	i	i	i
COC(=O)CN1C(=S)N(c2ccc(OC)cc2)C(=O)/C1=C/c1cccs1	0	-9	1	i	i	i	i	i	i	i	i
O=C(NCc1ccco1)C(c1ccncc1)N(C(=O)Cn1nnc2ccccc21)c1ccccc1F (stereo not given)	-5	-8	2	i	i	i	i	i	i	i	i
O=S1(=O)CCS(=O)(=O)C1c1ccccc1	-6	-9	-2	i	i	i	i	i	i	i	i
CC1(C)S/C(=N/N=C/c2ccco2)NC1=O	-3	0	9	i	i	i	i	i	i	i	i
CC(=O)N(Cc1ccc(Br)cc1)c1ccccc1C(=O)O	-9	-8	0	i	i	i	i	i	i	i	i
O=C(NC1CCCC1)C(c1ccc(F)cc1)N(Cc1ccc(F)cc1)C(=O)CCl (stereo not given)	3	-15	1	i	i	i	i	i	i	i	i
O=C1NC(c2cccs2)C(C(=O)c2ccccc2)C(O)(C(F)(F)F)N1 (stereo not given)	-2	-1	3	i	i	i	i	i	i	i	i
COCCNC(=O)c1c[nH]c2cc(OC)c(OC)cc2c1=O	-7	-2	-6	i	i	i	i	i	i	i	i
Cc1c(O)ccc2c(CN3CCOCC3)cc(=O)oc12	49	-6	-21	i	i	i	i	i	i	i	i
COc1ccccc1-c1ocnc1C(=O)N1CCN(S(=O)(=O)c2ccc(NC(C)=O)cc2)CC1	-12	-2	7	i	i	i	i	i	i	i	i
CC1CCC(CN2CCN=C2N(C)C)CC1 (stereo not given)	1	nt	5	nt	nt	i	nt	nt	i	i	nt
COC(=O)c1ccccc1NC(=O)C(=O)NCc1ccncc1	13	-4	-2	i	i	i	i	i	i	i	i
CCOC(=O)c1cc(OC(=O)c2cccs2)n(-c2ccccc2)n1	-4	nt	-1	nt	nt	i	nt	nt	i	i	nt
COc1ccc(-c2cc(Cl)cc3c(=O)c4ccccc4n(C)c23)cc1F	-11	-8	-16	i	i	i	i	i	i	i	i
CS(=O)(=O)N(CCc1ccccc1)CC(=O)NCc1cccnc1	-1	-12	1	i	i	i	i	i	i	i	i
CS(=O)(=O)N1CCC2(CC1)OCCN2S(=O)(=O)c1ccccc1	2	-8	5	i	i	i	i	i	i	i	i
COc1ccc(CCNCCC(=O)Nc2c(C)cc(C)cc2C)cc1OC	-8	-3	-5	i	i	i	i	i	i	i	i
COc1ccc(CN(C)CC(=O)NC(C)c2ccccc2)cc1OC (stereo not given)	1	-8	1	i	i	i	i	i	i	i	i
Cn1c(C(=O)O)c(CC(=O)Nc2ccccc2F)c2ccccc21	-1	-16	1	i	i	i	i	i	i	i	i
CCc1nccn1S(=O)(=O)c1ccc(C)c(C)c1	4	-3	-2	i	i	i	i	i	i	i	i
CCOC(=O)/C=C(/C)N1N=C(c2ccc(OC)cc2)CC1c1cccc([N+](=O)[O-])c1 (stereo not given)	-1	-5	0	i	i	i	i	i	i	i	i
CC(C(=O)Nc1nc2ccccc2s1)n1cc([N+](=O)[O-])cn1 (stereo not given)	nt	-10	8	i	i	i	i	i	i	i	i
COc1ccc([N+](=O)[O-])cc1NC(=O)c1cc(C)c(C)o1	-3	-8	5	i	i	i	i	i	i	i	i
CSc1cc(/C=N/O)c(SC)s1	6	-7	10	i	i	i	i	i	i	i	i
Brc1ccc(CNc2cc3c(cc2Br)OCCO3)cc1	-4	-3	6	i	i	i	i	i	i	i	-9.1*
Cc1cccc(C)c1NC(=O)CN(C)C(=O)C(c1ccccc1)c1ccccc1	2	-5	2	i	i	i	i	i	i	i	i
COc1ccc2c(C)nc(Nc3nc(C)cc(C)n3)nc2c1	8	-11	-4	i	i	i	i	i	i	i	i
O=C(c1ccco1)N1CCN(C(=O)c2ccccc2Oc2ccccc2)CC1	-4	-6	3	i	i	i	i	i	i	i	i
C/C(=N\NC(=O)c1c(Cl)c(C)nn1C)c1cccc(NC(=O)COc2ccc(Cl)cc2)c1	nt	-5	?	i	i	i	i	i	i	i	i

3 structures already listed, sorted by SMILES length, largest number first.
SMILES	DYRK1A inh	hERG protect	HDAC3 inhib	TRPC4 act	TRPC4 potent	KCNK3 block	KCNQ1 act	KCNQ1 block	TMEM16A inh	ANO1 activ	KCNK9 block
COc1ccc([N+](=O)[O-])cc1NC(=O)c1cc(C)c(C)o1	-3	-8	5	i	i	i	i	i	i	i	i
Brc1ccc(CNc2cc3c(cc2Br)OCCO3)cc1	-4	-3	6	i	i	i	i	i	i	i	-9.1*
CSc1cc(/C=N/O)c(SC)s1	6	-7	10	i	i	i	i	i	i	i	i

(continued)
SMILES	DYRK1A inh	hERG protect	HDAC3 inhib	TRPC4 act	TRPC4 potent	KCNK3 block	KCNQ1 act	KCNQ1 block	TMEM16A inh	ANO1 activ	KCNK9 block
O=C(NC(=O)c1csnn1)Nc1ccccc1Cl	-1	-5	6	i	i	i	i	i	i	i	i
COc1cccc(NC(=O)N(CCCN2CCOCC2)C(C)c2cc3ccccc3o2)c1 (stereo not given)	0	-12	2	i	i	i	i	i	i	i	i
CCN1C(=O)C2C(c3cccc(F)c3)NC(CC)(C(=O)OC)C2C1=O (stereo not given)	7	-11	-4	i	i	i	i	i	i	i	i
CCOC(=O)Cn1nc(/C=C/c2ccccc2)ccc1=O	3	-7	-13	i	i	i	i	i	i	i	i
COc1cc(N2C(=O)C=CC2=O)c(OC)cc1Cl	9	-17	1	i	i	i	i	i	i	i	i
Cc1ncsc1CCOC(=O)c1cccnc1	1	2	-6	i	i	i	i	i	i	i	i
O=C(N/N=C/c1ccc2c(c1)OCO2)c1ccc2ccccc2n1	-1	-7	0	i	i	i	i	i	i	i	i
CCCc1nnc(NC(=O)OCC)s1	0	-4	0	i	i	i	i	i	i	i	i
CCC1(CC)C(=O)N=C2c3ccccc3C(=O)N21	5	-6	0	i	i	i	i	i	i	i	i
Oc1ccc2n[nH]nc2c1	19	-10	-7	i	i	i	i	i	i	i	i
CCN(CC)C(=O)Oc1ccc2c(=O)c(-c3ccccc3)coc2c1	-1	-9	4	i	i	i	i	i	i	i	i
CC(=O)c1ccc(N2CCN(C(=O)C3CCC3)CC2)cc1	2	-13	6	i	i	i	i	i	i	i	i
O=c1c2ccccc2c(C=Nc2ccc(S(=O)(=O)N3CCCCC3)cc2)c(O)n1-c1ccc(Cl)cn1	4	-10	-15	i	i	i	i	i	i	i	i
Cc1ccc(N2C(=O)C3C4C=CC(C4)C3C2=O)cc1C (stereo not given)	-9	-11	4	i	i	i	i	i	i	i	i
CCN(CC)C(=O)CSc1nc2ccc(NC(=O)CSc3nccn3C)cc2s1	5	-7	3	i	i	i	i	i	i	i	i
COc1cc(C(=O)NCc2nnc(SCC(=O)Nc3cc(C)cc(C)c3)o2)cc(OC)c1OC	-1	-3	8	i	i	i	i	i	i	i	i
O=c1c2ccccc2nc(-c2ccc([N+](=O)[O-])cc2)n1O	10	4	3	i	i	i	i	i	i	i	i
O=c1[nH]c(C2CCN(S(=O)(=O)c3ccccc3)CC2)nc2c1nnn2Cc1ccc2c(c1)OCCO2	2	-5	2	i	i	i	i	i	i	i	i
CCN1C(=O)/C(=C2/Sc3ccc(OC)cc3N2C)SC1=Nc1ccc(OC)cc1	1	-7	-3	i	i	i	i	i	i	i	i
Cc1cc(O)cc(O)c1C(=O)Cc1cscn1	7	-5	3	i	i	i	i	i	i	i	i
Cc1ccc(S(=O)(=O)NN2C(=O)/C(=C/c3ccc(C(=O)O)cc3)SC2=S)cc1	-2	-5	5	i	i	i	i	i	i	i	i
O=C(O)CCCC(=O)N1N=C(c2ccccc2)CC1c1ccc2c(c1)OCO2 (stereo not given)	-5	-4	-7	i	i	i	i	i	i	i	i
CCCCN1C(=S)NC[C@@H]1Cc1ccccc1	-12	-5	-4	i	i	i	i	i	i	i	i
Cc1nnc(SCC2=C(C(=O)O)N3C(=O)C(NC(=O)Cn4nc(C)c(Cl)c4C)C3SC2)s1 (stereo not given)	-1	-1	2	i	i	i	i	i	i	i	i
O=C(Nc1ccc2c(c1)OCO2)c1c(F)cccc1F	-1	-8	-4	i	i	i	i	i	i	i	i

From PubChem
